GLS inh = qHTS for Inhibitors of Glutaminase (GLS) | GLS enzymatic activity, qHTS titration | Potency, µM (titrated, usually from 45.5 µM), inactives show at the top dose activity change, negative = inhibition, hits mostly inhibitors | actives 0.21% (n = 410,000) | AID 624170, 2012 | Glutaminase kidney isoform, mitochondrial (Homo sapiens), O94925
Target sequence (O94925 whole entry, looked up, canonical isoform): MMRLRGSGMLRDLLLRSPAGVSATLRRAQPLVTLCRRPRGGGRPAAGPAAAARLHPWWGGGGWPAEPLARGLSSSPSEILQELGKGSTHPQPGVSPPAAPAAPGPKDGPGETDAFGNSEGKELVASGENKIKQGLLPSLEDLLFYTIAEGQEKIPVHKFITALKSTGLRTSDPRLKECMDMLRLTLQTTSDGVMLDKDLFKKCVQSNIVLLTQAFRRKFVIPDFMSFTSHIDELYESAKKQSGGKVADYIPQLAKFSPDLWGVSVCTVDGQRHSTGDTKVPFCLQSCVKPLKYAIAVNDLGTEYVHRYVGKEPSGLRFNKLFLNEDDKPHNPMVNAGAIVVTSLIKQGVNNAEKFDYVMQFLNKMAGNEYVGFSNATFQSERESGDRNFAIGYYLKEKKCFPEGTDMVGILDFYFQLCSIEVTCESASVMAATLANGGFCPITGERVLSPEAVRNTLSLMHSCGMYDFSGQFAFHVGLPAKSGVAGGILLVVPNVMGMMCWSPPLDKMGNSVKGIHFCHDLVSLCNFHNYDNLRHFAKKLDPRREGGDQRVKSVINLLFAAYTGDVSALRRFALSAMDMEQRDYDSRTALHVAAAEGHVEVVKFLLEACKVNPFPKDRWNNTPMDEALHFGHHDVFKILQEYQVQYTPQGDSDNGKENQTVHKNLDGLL
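Enzyme dispensed in phosphate buffer (45 mM, pH 8.2, 0.02% Tween-20), compounds pinned in, then 1 mM L-glutamine solution and the glutamate oxidase–HRP–Amplex Red mix added; fluorescence read immediately and again after 30 min at room temperature.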
PGK inhibitor = qHTS Assay to Find Inhibitors of Phosphoglycerate Kinase; PGK/GAPDH coupled, Kinase-Glo luminescence, 60 min; Potency, µM (doses to about 57.5 µM), inactives show at the highest dose activity change, negative = inhibition, actives largely listed as inhibitors; actives 0.043% (n = 380,000); AID 602233, 2012; note: nearly all actives have a fitted effect of over 60% in size
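Recombinant glycosomal PGK reaction used 1,3-bisphosphoglycerate generated in-well by GAPDH (100nM final) in 100mM TEA pH 7.6, 5mM MgCl2, 0.01% Tween-20. After 60 minutes at room temperature, ATP was read by Kinase-Glo Plus luminescence end-point.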
Active calls of the source: *; i = inactive; ? = inconclusive. Calls come from the whole dose curve; as a rule, active = well fitted curve in the direction sought with a large enough effect; inconclusive = small, poorly fitted or top-dose-only effect, or another doubt; inactive = no such curve, though single readings can be large; an effect the other way counts as inactive or inconclusive. % is set by controls: 0 for no effect and ±100 for the full control effect; potency is the fitted concentration of half-maximal effect.

canonical_smiles	GLS inh	PGK inhibitor
CC1(C)CC(=O)C=C(c2cn[nH]n2)C1	1.3%	6.5%
CC(=NNS(=O)(=O)c1ccc(C)cc1)c1ccncc1	0.8%	1.1%
CC(CO)NS(=O)(=O)c1cc(Cl)ccc1F (configuration not stated)	-1.0%	0.3%
C[C@H](O)[C@@H]1CN2CCc3c([nH]c4ccc(-c5ccc6c(c5)OCO6)cc34)[C@@H]2C[C@@H]1N(C)C(=O)NC1CCCCC1	9.8%	-2.8%
CCc1noc(C)c1C(=O)OCC(=O)c1ccc(NC(=O)CC(C)C)cc1	0.6%	1.5%
COc1ccc(C(=O)N(C)CCOc2ccc(Cl)cc2)cc1S(=O)(=O)N1CCCC1	11.5%	11.4%
CCCCN1C(=O)CC2CCOC21C (configuration not stated)	-1.3%	-5.7%
O=C(C1CCCCC1)N1C[C@@H](n2cc(-c3ccc(F)cc3)nn2)[C@H](O)C[C@@H]1c1ccccc1	2.4%	-6.3%
O=C(O)c1ccc(-n2ncc(Cl)c(Cl)c2=O)cc1	-21.8%	?
CCOC(=O)c1c(C)[nH]c(/C(C)=N/NC(=O)c2cccnc2)c1C	4.0%	-4.1%
COc1cc(/C=N/Nc2nc(C)cc(C)n2)ccc1O	2.8%	-11.1%
Cc1cc2c(c(C#N)c1C)NC=NC2C (configuration not stated)	-5.3%	i
C[C@H]1CN([C@@H](C)CO)C(=O)CCCn2nncc2CO[C@H]1CN(C)S(C)(=O)=O	-7.5%	-1.0%
COc1ccccc1N1CCN(CCS(=O)(=O)c2cc(Cl)ccc2Cl)CC1	-3.3%	i
C[C@H]1CN([C@@H](C)CO)C(=O)CCCn2nncc2CO[C@@H]1CN(C)C(=O)Nc1ccnc(N2CCOCC2)c1	-3.9%	0.1%
O=C1[C@H]2[C@@H](c3ccc(C(F)(F)F)cc3)N[C@]3(CCCN(Cc4ccc(F)cc4)C3=O)[C@H]2C(=O)N1Cc1ccccc1	-3.7%	-5.9%
Cc1cc(C)c2c(=O)n(CC(=O)N3CCN(c4ccccc4)CC3)ccc2n1	2.4%	-8.5%
Cc1ccc(S(=O)(=O)N(C)C)cc1NC(=O)CN1C(=O)NC2(CCc3ccccc32)C1=O (configuration not stated)	-1.5%	2.7%
CC(=O)NC1CC2CCCC(C1)N2C(=O)Nc1ccc(Cl)cc1 (configuration not stated)	-2.3%	-2.1%
CC(c1ccon1)N(C)C(=O)c1cccc(OC2CCN(S(C)(=O)=O)CC2)c1 (configuration not stated)	-0.3%	-1.6%
COc1ccc(C(=O)N2CCN(S(=O)(=O)c3ccc4c(c3)OCCO4)CC2)cc1	3.1%	3.9%
Clc1ccc(-c2nc(CSc3ccccn3)cs2)cc1	-0.6%	-9.0%
N#CC(=Cc1cccs1)c1nc(-c2ccc(Cl)cc2)cs1	1.1%	1.0%
O=C(NCC(F)(F)F)c1ccc(S(=O)(=O)NCCc2ccc3c(c2)OCCO3)cc1	2.6%	-4.7%
COc1ccc(CN2C(=O)C(CC(=O)NCC3CCCCC3)CC(C(=O)N(C)C)=C2C)cc1 (configuration not stated)	-8.3%	-2.1%
O=C(COC(=O)c1ccc(Cl)c(S(=O)(=O)N2CCCCCC2)c1)NCc1ccccc1	-11.2%	-5.0%
O=C(OCc1cn([C@@H]2C[C@H](c3ccc(Cl)cc3)N(C(=O)C3CCCCC3)C[C@H]2O)nn1)c1ccccc1	-3.1%	9.6%
Nc1cc(=O)c2[nH]cnc2[nH]1	10.3%	-0.6%
Cn1nc(NC(=O)C(F)(F)F)c2nccnc21	1.3%	-5.4%
COc1ccc(CN2CCC[C@]3(N[C@H](c4ccc(C(F)(F)F)cc4)[C@@H]4C(=O)N(Cc5ccccc5)C(=O)[C@@H]43)C2=O)cc1	11.6%	4.5%

Fetched by structure from the list above, 2 records:
canonical_smiles	GLS inh	PGK inhibitor
CC1(C)CC(=O)C=C(c2cn[nH]n2)C1	1.3%	6.5%
O=C(COC(=O)c1ccc(Cl)c(S(=O)(=O)N2CCCCCC2)c1)NCc1ccccc1	-11.2%	-5.0%

Additional results:
canonical_smiles	GLS inh	PGK inhibitor
C[C@H]1CN([C@@H](C)CO)C(=O)CCCn2nncc2CO[C@H]1CN(C)S(=O)(=O)c1ccc(Cl)cc1	-12.2%	-9.7%
c1ccc(COc2ncnc3c2ncn3CCCNC2CCN(Cc3ccccc3)CC2)cc1	-9.4%	-0.3%
COc1ccc(CN2C(=O)C(CC(=O)NCc3cccs3)CC(C(=O)N(C(C)C)C(C)C)=C2C)cc1 (configuration not stated)	-6.1%	i
COc1cc(C(=O)N2CC(=O)Nc3ccccc32)cc(OC)c1OC	-12.5%	-6.8%
Nc1c(Br)cc(Br)c2c1[nH]c(=O)c1ccccc12	9.2%	-1.9%
Cc1cc2nc[nH]c(=O)n2n1	-5.3%	i
Cc1cccc(C)c1NC(=O)CN(C)C(=O)c1ccc(OCc2ccccc2)cc1	-0.1%	3.3%
CC1(CCc2ccccc2)NC(=O)N(CC(=O)N2CCc3ccccc32)C1=O (configuration not stated)	-2.8%	-0.3%
COc1ccc(NC(=O)COC(=O)CN2C(=O)C3CCCCC3C2=O)cc1 (configuration not stated)	-0.5%	-8.7%
CCOC(=O)CCCCCC(=O)Nc1ccc2c(c1)C(=O)N([C@@H](C)CO)C[C@@H](C)[C@H](CN(C)C(=O)Nc1ccccc1)OCCCC[C@H](C)O2	-5.2%	-4.1%
Cc1ccc(CNC(=O)CN2NS(=O)(=O)c3ccccc3C2=O)cc1	-0.3%	-5.8%
C[C@H]1CN([C@@H](C)CO)S(=O)(=O)c2ccc(Br)cc2O[C@@H]1CN(C)C(=O)C1CCOCC1	-3.0%	2.7%
N#CCCN(C(=S)Nc1ccc(Cl)c(Cl)c1)C1CCCCC1	4.0%	1.3%
CCCc1c(C(=O)N/N=C(\C)c2cc(C)sc2C)nnn1-c1nonc1N	2.7%	0.4%
C#CCOc1ccc(/C=C2/C(=O)N(c3ccc(S(N)(=O)=O)cc3)N=C2C)cc1OC	-1.4%	-10.7%
CC1=C(C(=O)N2CCOCC2)CC(CC(=O)NCc2ccco2)C(=O)N1Cc1ccccc1 (configuration not stated)	-0.7%	3.6%
c1ccc(Sc2ccncc2)cc1	-7.3%	-8.5%
C[C@@H]1CN([C@@H](C)CO)C(=O)CCCn2nncc2CO[C@H]1CN(C)C(=O)Nc1cccc(Oc2ccccn2)c1	-1.3%	4.7%
CCN(C(=O)CN1C(=O)NC2(CCC(C)CC2)C1=O)C1CCCCC1 (configuration not stated)	-2.2%	-3.0%
COC(=O)c1ccc2cn[nH]c2c1	-3.8%	i
Cc1ccc(C)c(NC(=O)COC(=O)c2ccc(S(=O)(=O)N3CCCC3)cc2)c1	0.8%	4.7%
Cc1ccc(S(=O)(=O)N(C)C[C@H]2OCCCC[C@@H](C)Oc3ccc(N(C)C)cc3C(=O)N([C@H](C)CO)C[C@@H]2C)cc1	-11.9%	-9.6%
CC1(C)OC2COC(c3[nH]nc4c(=O)[nH]c(=O)[nH]c34)C2O1 (configuration not stated)	-3.4%	-7.4%
O=C1C=C(N2CCOCC2)c2cccc3cccc1c23	-2.1%	-4.0%
CN(C)S(=O)(=O)c1cccc(NC(=O)c2ccccc2SCC(=O)N2CCCC2)c1	-1.1%	10.4%
O=C(c1ccc(N2CCCC2=O)cc1)N1CCN(c2ccc(C(F)(F)F)cc2[N+](=O)[O-])CC1	-0.4%	-2.1%
COc1ccccc1NC(=O)N(C)C[C@@H]1OCc2cnnn2CCCC(=O)N([C@H](C)CO)C[C@@H]1C	0.4%	-9.4%
O=C(NCc1ccccc1CN1CCCC1)C1CCN(C(=O)c2ccc(Cl)cc2)CC1	-2.6%	-4.9%
CC1(C)CC(=O)C=C(c2ccc(CO)cc2)C1=O	3.5%	i
C[C@@H]1CN([C@@H](C)CO)C(=O)CCCn2nncc2CO[C@H]1CN(C)S(=O)(=O)c1ccc(Cl)cc1	-2.8%	i

Additional compounds.
SMILES	GLS inh	PGK inhibitor
COc1cc2ccc(CC(N)=O)cc2cc1OC	-6.0%	8.5%
COc1cccc(C(=O)N2CCN(Cc3nc(-c4ccoc4)oc3C)CC2)c1	0.9%	-4.7%
C[C@H](CO)N1C[C@H](C)[C@@H](CN(C)C(=O)Nc2ccc3c(c2)OCCO3)OCc2cnnn2CCCC1=O	2.1%	5.8%
CCc1nc(N2CCN(C(=O)CCCl)CC2)c2c3c(sc2n1)CCCC3	14.2%	2.7%
O=C(NCCS(=O)(=O)N1CCN(c2ccccc2)CC1)C1CCCCC1	15.6%	3.0%
Cc1ccc(-c2cc(C(=O)NCC3(N(C)C)CCCCC3)c3ccccc3n2)o1	15.1%	3.9%
NC(=S)NN=C1CSSC1	20.0%	-8.1%
C[C@@H]1CN([C@@H](C)CO)C(=O)CCCn2nncc2CO[C@H]1CN(C)C(=O)c1ccccc1	-8.5%	-11.3%
CCCC1NC(=O)c2cccnc2-n2c1nc1ccc(OC)cc1c2=O (configuration not stated)	-9.5%	-0.9%
COc1cccc(CNC(=O)c2ccc(F)c(S(=O)(=O)N3CCCCC3)c2)c1	1.7%	2.8%
Cc1ccc(NC(=S)/C(C#N)=C2/Nc3ccccc3S2)cc1	19.6%	-17.8%
CC(C)N1CCN(c2ccncc2S(=O)(=O)N2CCCCC2)CC1	0.9%	3.9%
Cc1ccc(C)c(NC(=S)N2CCC(C(=O)c3ccc(F)cc3)CC2)c1	0.6%	-0.8%
COc1cc(CNC(=O)C2CC(O)CN2C(=O)Nc2ccccc2)cc(OC)c1OC (configuration not stated)	-1.8%	-1.9%
COc1ccccc1NC(=O)N(C)C[C@H]1Oc2ncc(Br)cc2C(=O)N([C@H](C)CO)C[C@H]1C	4.7%	i
O=C(OCc1cn([C@H]2CN(CC3CCCCC3)[C@@H](c3ccccc3)C[C@@H]2O)nn1)c1ccccc1	0.1%	9.8%
Cc1ccc(NC(=O)CSc2nc3cc(C(=O)NCC4CCCO4)ccc3c(=O)n2CC2CCCO2)cc1 (configuration not stated)	5.5%	-8.9%
C[C@H](CO)N1C[C@H](C)[C@@H](CN(C)C(=O)Nc2ccc(N3CCN(C)CC3)cc2)OCc2cnnn2CCCC1=O	2.0%	4.4%
C[C@@H]1CN([C@H](C)CO)C(=O)c2cc(C#C[C@@H](C)O)cnc2O[C@H]1CN(C)C(=O)c1ccc(F)cc1	-3.7%	i
CNC(=O)c1ccc(CN(C)C(=O)/C=C/c2ccc(S(=O)(=O)N3CCCCCC3)cc2)cc1	0.5%	-2.6%
COc1cccc(-c2cc3nc(C)cc(N4CCN(C(=O)c5ccoc5)CC4)n3n2)c1	7.6%	-7.9%
CCCN(C)C[C@@H]1OCc2cnnn2CCCC(=O)N([C@H](C)CO)C[C@H]1C	3.0%	-6.7%
C[C@@H]1CN([C@@H](C)CO)C(=O)CCCn2nncc2CO[C@@H]1CN(C)S(=O)(=O)c1ccc(-n2cccn2)cc1	1.8%	1.4%
CSc1ccccc1OCc1cc(C(=O)NCC(C)Oc2cccnc2)no1 (configuration not stated)	-9.6%	-0.5%
O=C(Cc1c(Cl)cccc1Cl)OCC(=O)c1ccc[nH]1	-2.3%	i
Cc1ccc(-c2cc3nc(-c4ccccc4)cc(NCCCO)n3n2)cc1	0.3%	-3.4%
C#CCN(C[C@H]1[C@H](OC(=O)NC2CCCC2)[C@H](OC(=O)NC2CCCC2)C[C@H]2C(=O)N(c3ccccc3)C(=O)[C@@H]12)S(=O)(=O)c1ccc(C)cc1	-14.0%	-1.3%
CNS(=O)(=O)c1ccc(CNC[C@H]2O[C@@H](n3ccc(N)nc3=O)[C@H](O)[C@@H]2O)cc1	2.1%	-5.1%
C[C@@H]1CCCCO[C@H](CN(C)S(=O)(=O)c2cn(C)cn2)[C@@H](C)CN([C@H](C)CO)C(=O)c2cc(NC(=O)c3ccncc3)ccc2O1	?	-6.0%
CC1CCN(c2ccc3c(c2)S(=O)(=O)c2cc(C(=O)O)ccc2C3=O)CC1	-2.8%	6.1%

The list goes on; it opens with the 3 that closed the last part.
SMILES	GLS inh	PGK inhibitor
CNS(=O)(=O)c1ccc(CNC[C@H]2O[C@@H](n3ccc(N)nc3=O)[C@H](O)[C@@H]2O)cc1	2.1%	-5.1%
C[C@@H]1CCCCO[C@H](CN(C)S(=O)(=O)c2cn(C)cn2)[C@@H](C)CN([C@H](C)CO)C(=O)c2cc(NC(=O)c3ccncc3)ccc2O1	?	-6.0%
CC1CCN(c2ccc3c(c2)S(=O)(=O)c2cc(C(=O)O)ccc2C3=O)CC1	-2.8%	6.1%
CC(=NNS(=O)(=O)c1ccc(C)cc1)c1ccccc1	15.7%	-7.3%
CCCCCC(=O)N1C[C@@H](n2cc(-c3ccc(F)cc3)nn2)[C@H](O)C[C@@H]1c1ccc(Cl)cc1	0.2%	i
O=C(NCc1nnnn1-c1ccc(Cl)cc1)C(=O)c1c[nH]c2ccccc12	0.7%	-4.1%
Cc1noc(C)c1C(=O)OCC(=O)Nc1cccc(F)c1	-0.2%	-3.0%
C[C@H](CO)N1C[C@H](C)[C@@H](CN(C)S(=O)(=O)c2cn(C)cn2)OCc2cn(nn2)CCCC1=O	13.2%	-3.5%

Screens: PubChem BioAssay, National Center for Advancing Translational Sciences (NCATS)

These rows are one share of the data; rates above refer to the full screens.
